Source: PubChem BioAssay (National Center for Advancing Translational Sciences (NCATS))
TSHR antagonist – blocks TSH signaling through the human TSH receptor | P16473 | TSHR-expressing cells, TSH-stimulated cAMP HTRF, 2 h; active compounds read low | activity change, negative = inhibition, % at 11.5 µM | 330,000 compounds, 0.2% hits | AID 504810;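 active = activity change below a set negative limit, meaning inhibition stronger than a set level, cut at about -70% in these data; inconclusive = activity change between two set negative limits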; note: % is set by controls: 0 for no effect and ±100 for the full control effect
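Read-out is FRET at 665 nm (cryptate excitation 337 nm) from a cryptate-tagged anti-cAMP antibody, competed by cell cAMP against cAMP-d2. Compounds are tested on freshly harvested TSHR cells challenged with 4nM TSH (EC80) for 2 hours at 37 deg C.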
TCR act – activators of T cell receptors; primary human leukocytes, anti-CD3, IL-2 HTRF, 48 h; Potency, µM (series often up to 9.22 µM), without a hit: at the top dose activation of IL-2 secretion, actives largely listed as activators; 330,000 tested, under 10 active; note: % of control where 0% means no effect
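Primary human leukocytes were stimulated with a-CD3 beads plus compounds for 48 hr without co-stimulation; secreted IL-2 was quantified by HTRF using a-IL-2-K (europium cryptate) and a-IL-2-d2, excited at 320nm with acceptor emission read at 665nm.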
Eya2 phos inh – blocks the phosphatase activity of human Eya2; O00167; 330,000 compounds, 0.006% hits; Potency, µM (doses to about 76.9 µM), for the others: top-dose activity, negative = inhibition, usual class: inhibitors; recombinant Eya2, OMFP fluorescence dephosphorylation (OMFP is methylfluorescein phosphate); note: potency is the fitted concentration of half-maximal effect; % is set by controls: 0 for no effect and ±100 for the full control effect
Target sequence (O00167 whole entry, looked up): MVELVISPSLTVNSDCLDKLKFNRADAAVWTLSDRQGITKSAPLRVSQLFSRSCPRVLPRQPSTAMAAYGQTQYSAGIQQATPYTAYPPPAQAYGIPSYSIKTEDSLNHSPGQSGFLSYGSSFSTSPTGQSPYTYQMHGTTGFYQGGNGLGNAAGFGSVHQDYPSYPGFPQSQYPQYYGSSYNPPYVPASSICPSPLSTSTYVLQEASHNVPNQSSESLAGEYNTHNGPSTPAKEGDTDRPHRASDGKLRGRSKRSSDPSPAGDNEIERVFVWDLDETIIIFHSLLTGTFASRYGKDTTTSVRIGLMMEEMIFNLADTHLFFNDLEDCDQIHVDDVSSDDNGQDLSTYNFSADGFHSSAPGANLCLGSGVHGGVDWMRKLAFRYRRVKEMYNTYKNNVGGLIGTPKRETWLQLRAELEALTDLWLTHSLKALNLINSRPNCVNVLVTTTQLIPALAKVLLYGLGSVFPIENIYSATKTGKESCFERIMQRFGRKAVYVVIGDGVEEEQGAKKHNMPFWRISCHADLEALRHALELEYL
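Eya2 (0.2 uM) preincubated 10 min at ambient with compound, then OMFP substrate added at 50 uM; 10 min reaction in 50 mM HEPES pH 7.5, 50 mM NaCl, 5 uM MgCl2, 0.05% BSA, 1 mM DTT. Fluorescence read at Ex 485/Em 525 nm.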
Tb PFK inh – T. brucei PFK enzyme inhibition. O15648. T. brucei PFK, ADP-Glo luminescence. Potency, µM (highest dose often 57.5 µM), inactives show at the highest dose activity, negative = inhibition, hits mostly inhibitors. 330,000 compounds, 0.17% hits. AID 485367;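 note: potency is the fitted concentration of half-maximal effect; 0% = uninhibited 1x PFK enzyme wells and -100% = no-enzyme wells; nearly all actives have a fitted effect of over 60% in size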
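Luminescent ADP detection (ADP-Glo, two-step: ATP depletion then ADP-to-ATP conversion for luciferase) reported PFK activity after 45 min room-temperature reaction of 1.25 nM enzyme with 0.5 mM F6P and 0.1 mM ATP at pH 8.0.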
S-ASM inh – human S-ASM enzyme inhibition | P17405 | placental ASM, HMU-PC fluorogenic substrate, 60 min | Potency, µM (highest dose often 57.5 µM), for the others: top-dose activity change, negative = inhibition, hits mostly inhibitors | 340,000 compounds, 0.006% hits | AID 504937; note: potency is the fitted concentration of half-maximal effect
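qHTS format. ASM enzyme prepared from human placenta hydrolyses the fluorogenic substrate HMU-PC0 (9 uM final) over 60 min at 37 °C after a 10 min compound preincubation.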
ELG1 DNA repair – ELG1-dependent DNA repair inhibition; 330,000 compounds, 2.3% hits; Potency, µM (top dose mostly 46.1 µM), inactives show top-dose activity change, negative = inhibition, most hits filed as inhibitors; HEK293T ELG1-luciferase reporter, luminescence, 16 h; DNA damage induced by 5-fluorouridine; AID 504467; note: potency is the fitted concentration of half-maximal effect; % is set by controls: 0 for no effect and ±100 for the full control effect; nearly all actives have a fitted effect of over 55% in size
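HEK293T cells expressing luciferase-tagged ELG1 (2,000/well) received 5-Fluorouridine plus compound or DMSO for 16 hr at 37 °C. Luciferase was read by ONE-Glo luminescence after 30 min at room temperature.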
AT treatment – potential ataxia-telangiectasia treatments restoring KAP-1 phosphorylation | […] A-T fibroblasts, KAP-1 phosphorylation AlphaLISA; neocarzinostatin DNA damage 30 min before lysis | Potency, µM (top dose mostly 57.5 µM), for inactives: at the top dose activation, most hits filed as activators | 320,000 compounds, 0.19% hits; note: potency is the fitted concentration of half-maximal effect; % of control where 0% means no effect; nearly all actives have a fitted effect of over 45% in size
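ATM-like activity read as KAP-1 phosphorylation via AlphaLISA donor/acceptor antibody pairs after lysis and 6 hr at 25C. Cells were ATM-null patient fibroblasts ([…], hTERT), dosed 60 min, then exposed to the DSB inducer NCS for 30 min.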
TSG101-PTAP inh – blocks PTAP/TSG101 interaction to inhibit HIV-1 budding; 340,000 tested, under 10 active; Fluorescence polarization, FITC-PTAP peptide / Tsg101 binding; Potency, µM (titrated, usually from 115 µM), without a hit: top-dose activity change, negative = inhibition, most hits filed as inhibitors; active = well fitted inhibition curve with a large enough effect in the main read-out, with a control signal flat, not every such curve was filed as active; inconclusive = small, poorly fitted or top-dose-only effect, or effect the other way, or a change in a side signal; inactive = no such curve, though single readings can be large or run the other way; note: potency is the fitted concentration of half-maximal effect; % of control where 0% means no effect
Target sequence (Q99816 whole entry, looked up): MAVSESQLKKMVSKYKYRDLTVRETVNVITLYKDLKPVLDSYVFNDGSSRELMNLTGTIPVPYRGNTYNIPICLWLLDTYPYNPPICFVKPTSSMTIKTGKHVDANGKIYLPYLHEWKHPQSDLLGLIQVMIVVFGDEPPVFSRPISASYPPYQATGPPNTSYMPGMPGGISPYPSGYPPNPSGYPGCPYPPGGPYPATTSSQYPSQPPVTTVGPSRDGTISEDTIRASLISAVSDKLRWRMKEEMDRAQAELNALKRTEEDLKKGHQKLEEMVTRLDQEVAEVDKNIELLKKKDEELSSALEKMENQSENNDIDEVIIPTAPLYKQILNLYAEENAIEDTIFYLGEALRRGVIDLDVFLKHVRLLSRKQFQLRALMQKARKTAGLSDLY
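Steps: Tsg101 binding domain dispensed (10 uM final), compounds pinned in DMSO, FITC-labeled PTAP-motif peptide added (50 nM final); after 20 min binding at room temperature, polarization measured.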
Chronic BCR inh – inhibitors of chronic active B-cell receptor signaling; ABC-DLBCL IkBa-CBG/CBR reporter, luminescence ratio, 4 h; Potency, µM (titrated, usually from 46.1 µM), for inactives: top-dose ratio change, negative = lower green/red ratio, usual class: inhibitors; 340,000 compounds, 0.05% hits; active = well fitted inhibition curve with a large enough effect in the signal ratio, with a control signal flat, not every such curve was filed as active; inconclusive = small, poorly fitted or top-dose-only effect, or effect the other way, or a change in a side signal; the % refers to the signal ratio;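 note: potency is the fitted concentration of half-maximal effect; plate controls were basal doxycycline-induced cells for no effect and cells given 10 µM MG132 for full effect; MG132 reads +100%, hits lower the ratio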
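TMD8 ABC-DLBCL cells carrying doxycycline-inducible green luciferase fused to IkappaBalpha plus unfused red luciferase were exposed to compounds (up to 46 uM) for 4 hrs at 37C. Activity came from the overlap-corrected green/red luminescence ratio.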
Mito fusion act – mitochondrial division inhibition or fusion activation; AID 485298; S. cerevisiae fusion-defective mutant growth rescue, CellTiterGlo 48 h; Potency, µM (top dose mostly 46.1 µM), inactives show at the top dose growth rescue (activation), most hits filed as activators; 320,000 compounds, 0.23% hits;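 note: potency is the fitted concentration of half-maximal effect; % of control where 0% means no effect; nearly all actives have a fitted effect of over 45% in size; temperature-sensitive fusion mutants such as fzo1-1 at 37 °C on non-fermentable ethanol glycerol medium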
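Growth-rescue viability read-out: after 48 h at the non-permissive 37C in glycerol/ethanol YPEG, yeast mitochondrial fusion mutants are measured by CellTiterGlo luminescence; compounds (23 nl pinned per well) restoring growth score as division inhibitors or fusion activators.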
a7 integrin act – activates integrin-mediated alleviation for muscular dystrophy; 350,000 compounds, 0.064% hits; Potency, µM (titrated, usually from 38.3 µM), for the others: at the highest dose activation, hits mostly activators; alpha7betagal myoblasts, beta-gal FDG fluorescence, 48 h; AID 624291;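 note: potency is the fitted concentration of half-maximal effect; 100% = response of the positive control SU9516; nearly all actives have a fitted effect of over 60% in size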
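Alpha7betagal+/- myoblasts (passage 13) were plated 16-24 hr, then exposed to compounds (1:260 dilution of DMSO stock) for 48 hours at 37C. After MPER lysis, β-galactosidase reporter activity was read as FDG fluorescence (ex 480/em 540) after 30 minutes.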
An asterisk follows results filed as active; ? = inconclusive; · = no result given; [ ] = another dose, or the depositor's remark. Unless noted, calls come from the whole dose curve; as a rule, active = well fitted curve in the direction sought with a large enough effect; inconclusive = small, poorly fitted or top-dose-only effect, or another doubt; inactive = no such curve, though single readings can be large; an effect the other way counts as inactive or inconclusive.

SMILES	AT treatment	TSHR antagonist	Chronic BCR inh	TCR act	Mito fusion act	Eya2 phos inh	S-ASM inh	TSG101-PTAP inh	ELG1 DNA repair	Tb PFK inh	a7 integrin act
Cc1nnc(NC(=O)c2cc(-c3ccco3)nc3ccccc23)s1	-4%	0	?	·	9%	-12%	·	·	-5%	?	·
O=C(CSc1nc2ccccc2c(=O)n1CCCO)NCc1ccccc1	1%	7	0%	0%	-2%	3%	0%	-4%	?	0%	6%
O=C(NCc1ccccn1)Nc1ccc(F)c(Cl)c1	2%	5	-1%	11%	-1%	13%	-1%	-9%	?	-9%	?
COc1ccc(C(=O)NNC2=NCCCCC2)cc1	3%	3	0%	0%	4%	-1%	4%	0%	-1%	0%	?
CCC1(C)Cc2ccccc2-c2nc(SCC(N)=O)[nH]c(=O)c21 (configuration not stated)	5%	3	-1%	2%	8%	7%	-1%	-4%	-8%	0%	?
NC(=O)C1(N2CCCCC2)CCN(CC(=O)Nc2ccccc2Sc2ccccc2)CC1	8%	2	-6%	-2%	3%	-11%	-2%	-11%	?	4%	-13%
COc1ccc(/C=C/C(=O)Nc2nc(C)c(C(=O)N(C)C)s2)cc1OC	6%	-10	-1%	3%[46.1 µM]	-8%	-3%	16%	-2%	7%	-3%	2%
CCOc1ccc(NC(=O)CN(C)C(=O)c2sc3ccccc3c2Cl)cc1OCC	-1%	10	?	0%	8%	-2%	-1%	0%	?	0%	-13%
CC1CCN(S(=O)(=O)CCNC(=O)c2ccccc2)CC1	-3%	9	1%	-1%	5%	-20%	4%	-3%	28%	-12%	13%
CCN(CC)C(=O)Cn1cc(SCC(=O)NC)c2ccccc21	0%	-4	0%	9%	3%	9%	-1%	-1%	6%	0%	4%
O=C(Nc1ccc(F)cc1)C1CCN(C(=O)c2ccc(F)cc2)CC1	-2%	-6	0%	-2%	2%	-20%	5%	-1%	1%	-12%	-23%
CCCC(=O)Nc1ccc(NC(=O)c2ccco2)c(OC)c1	6%	-5	11%	·	-9%	12%	2%	-6%	?	-3%	?
O=C(Nc1ccn(Cc2c(F)c(F)cc(F)c2F)n1)c1cccc(Cn2cc([N+](=O)[O-])cn2)c1	-1%	-9	2%	-3%	5%	-4%	0%	-9%	?	-9%	0%
COc1cccc(N(CC(=O)Nc2cccc(N(C)S(C)(=O)=O)c2)S(C)(=O)=O)c1	1%	4	0%	4%	-4%	-3%	5%	-7%	?	15%	-17%
O=C(O)c1cc(-c2ccccc2Cl)n(-c2ccc(F)cc2)n1	-10%	-9	6%	-1%	-10%	-6%	3%	1%	-11%	3%	-11%
O=C(Nc1ccc2c(c1)OCO2)c1ccc(S(=O)(=O)N2CCCC2)cc1	1%	-12	?	-9%	8%	-10%	0%	0%	-15%	7%	?
CC(=O)N(CCC(c1ccco1)C(C)C)Cc1ccc(Cl)cc1 (configuration not stated)	0%	3	?	2%	5%	-16%	2%	-4%	-16%	3%	16%
O=C(CCCC(=O)OCC(Cl)=C(Cl)Cl)Nc1ccccc1	18%	-2	?	-9%[46.1 µM]	6%	-18%	7%	0%	1%	3%	0%
COc1ccccc1CN1C(=O)CN(C2CCCC2)C(=O)C1c1ccc(F)cc1 (configuration not stated)	1%	-1	-2%	·	7%	2%	6%	·	11%	1%	23%
O=C(Nc1nnc(S(=O)(=O)N2CCN(c3ccc(F)cc3)CC2)s1)c1ccccc1	3%	-6	11%	6%	-4%	-1%	2%	-4%	?	0%	-15%
Cc1cc(C)c(C)c(S(=O)(=O)NCCN2CCOCC2)c1C	12%	2	2%	5%	-7%	-8%	5%	3%	10%	3%	30%
CC(=O)NS(=O)(=O)c1ccc(NC(=O)CSc2ccc(C)cc2)cc1	6%	0	-4%	·	0%	-3%	3%	-5%	4%	-3%	15%
Cc1ccc(OCC(=O)N2N=C(C(F)(F)F)CC2(O)C(C)(C)C)cc1C (configuration not stated)	7%	-8	?	10%	15%	?	-9%	-3%	-8%	0%	-13%
CCn1nnc(NC(=O)C(C)(c2ccccc2)c2ccccc2)n1	3%	-6	1%	-2%	-3%	-2%	-1%	1%	5%	0%	0%
Cc1c2cnn(CC(=O)N3CCOCC3)c(=O)c2c(C)n1Cc1ccccc1F	-9%	-2	8%	-5%	0%	13%	3%	-1%	-5%	1%	4%

Next part (two carried over from the part before).
SMILES	AT treatment	TSHR antagonist	Chronic BCR inh	TCR act	Mito fusion act	Eya2 phos inh	S-ASM inh	TSG101-PTAP inh	ELG1 DNA repair	Tb PFK inh	a7 integrin act
CCn1nnc(NC(=O)C(C)(c2ccccc2)c2ccccc2)n1	3%	-6	1%	-2%	-3%	-2%	-1%	1%	5%	0%	0%
Cc1c2cnn(CC(=O)N3CCOCC3)c(=O)c2c(C)n1Cc1ccccc1F	-9%	-2	8%	-5%	0%	13%	3%	-1%	-5%	1%	4%
CCCC(=O)c1cc(-c2nc3ccccc3n2C)n(C)c1	-2%	-2	11%	0%	0%	-13%	0%	-6%	1%	0%	3%
COc1cc(OC)cc(C(=O)NC(=S)Nc2nnn(C)n2)c1	-2%	-2	?	6%	-3%	-29%	-3%	-7%	15%	-4%	?
COc1ccc(S(=O)(=O)N2CCCC(C(=O)Nc3ccc(OC)c(OC)c3)C2)cc1 (configuration not stated)	-4%	-5	-1%	-4%	-5%	-13%	-4%	-11%	?	1%	4%
CC(C)Cn1nc(NS(=O)(=O)c2ccccc2)c2cc3ccccc3nc21	3%	-5	0%	1%	2%	13%	5%	-5%	8%	0%	12%
CN(CC1CCOCC1)C(=O)CC1C(=O)NCCN1CC1CCCCC1 (configuration not stated)	3%	-5	-15%	6%	10%	6%	29%	-1%	-7%	3%	11%
Cc1[nH]c2ccccc2c1CCN(Cc1cccs1)C(=S)NC(C)(C)C	6%	-1	0%	0%	-11%	-11%	-3%	-4%	12%	-26%	8%
COc1ccc(CNC(=O)Cn2nc(C)n3cccc3c2=O)cc1	0%	3	-1%	-5%	-14%	0%	2%	-2%	10%	2%	21%
CCOc1ccc(CCNC(=O)CCC(=O)N2CCSc3ccccc32)cc1OCC	12%	-4	-13%	-3%	2%	-7%	3%	-2%	-18%	-7%	-16%
O=C(Nc1nc2cc3c(cc2s1)OCO3)c1cccc(N2C(=O)CCC2=O)c1	-9%	-1	?	-1%	-1%	0%	-1%	-9%	?	-1%	-33%

4 entries already listed, arranged by the number in S-ASM inh, largest number first.
| molecule | S-ASM inh |
| --- | --- |
| CN(CC1CCOCC1)C(=O)CC1C(=O)NCCN1CC1CCCCC1 (configuration not stated) | 29% |
| O=C(CCCC(=O)OCC(Cl)=C(Cl)Cl)Nc1ccccc1 | 7% |
| CCOc1ccc(NC(=O)CN(C)C(=O)c2sc3ccccc3c2Cl)cc1OCC | -1% |
| Cc1ccc(OCC(=O)N2N=C(C(F)(F)F)CC2(O)C(C)(C)C)cc1C (configuration not stated) | -9% |
